# Screens from PubChem BioAssay.
# All columns: NCI-60 one-dose screen, growth in % after 48 h at 10 µM unless noted; 100 = growth as untreated, 0 = no growth, -100 = all killed.
# SR: SR leukemia cells; 73,000 compounds, 8.7% hits
# MDA-MB-231: MDA-MB-231 breast cancer. 81,000 compounds, 5% hits. AID 1794789
# MOLT-4: MOLT-4 leukemia cells | 80,000 compounds, 6.9% hits
# RPMI-8226: RPMI-8226 leukemia cells. 77,000 compounds, 7.5% hits. AID 1794781
# MCF7: MCF7 breast cancer; 82,000 compounds, 6.3% hits; AID 1794796
# MDA-MB-435: MDA-MB-435 melanoma; AID 1794794; 82,000 compounds, 7.8% hits
# K-562: K-562 leukemia. 78,000 compounds, 7.4% hits. AID 1794777
# MDA-MB-468: MDA-MB-468 breast cancer | AID 2202374 | 78,000 compounds, 8.5% hits
# Numbers without * were called inactive; nt = not tested or not shown; & = joins results of further samples. The calls were made as follows: active = growth percent below 10; inactive = the rest. Not a hit list; 15% or so of the library scored in one or more.
compound,SR,MDA-MB-231,MOLT-4,RPMI-8226,MCF7,MDA-MB-435,K-562,MDA-MB-468
CCn1c2ccccc2c2cc(C(O)c3cccc4ncccc34)ccc21 (stereo not given),15,24,14,-2.1*,15,0.2*,8.7*,14
CC(=O)c1ccc(Cc2ccc(C(C)=O)cc2)cc1,97,86,110,nt,97,98,120,81
COc1cccc(OCC(O)CN2CCN(c3ccc(Cl)cc3)CC2)c1 (stereo not given),nt,106,114,64,92,110,106,100
N#C/C(=C\c1ccc(N2CCOCC2)cc1)C(=O)Nc1sc2c(c1C#N)CCCC2,88,77,86,93,83,92,83,99
O=c1c2sc3ncc(Cl)cc3c2ncn1-c1ccccc1,87,122,89,100,90,92,66,101
CSc1nn2c(-c3ccc(Cl)cc3)ccnc2c1C#N,96,80,100,75,99,86,96,97
Nc1nnc2cc(Cl)ccc2n1,nt,97,111,69,89,106,84,101
COc1ccc2c(c1)c(-c1nn3c(=O)cc(-c4ccccc4)nc3s1)cn2C,nt,55,nt,57,19,-24*,nt,20
O=C(COc1cc(Cl)c(Cl)cc1Cl)Nc1cccc(O)c1,148,110,107,105,97,97,85,103
CCN(CC)c1ccc(CCc2ccc(N(CC)CC)c3cccnc23)c2ncccc12,60,79,66,54,71,83,63,76
CC(C)C(=O)Nc1ccc([N+](=O)[O-])c(C(F)(F)F)c1,88&76,102&85,98&77,64,90&102,100&87,62&57,62
Nc1nc(-c2ccccc2)nn1-c1nc2ccccc2s1,118,80,117,nt,61,103,105,98
O=C(Cn1c2ccccc2c2cnc3[nH]ccc3c21)N1CCOCC1,111,101,101,103,102,104,101,nt
Clc1ccc(Sc2ccc(Cl)cc2)cc1,47,77,23,nt,90,105,89,98
CC(=O)NNC(=S)/N=C/C(C(=O)Nc1ccccc1)=C(/C)O,93,89,101,93,91,103,99,106
CCOC(=O)C(CSC(c1ccccc1)(c1ccccc1)c1ccccc1)NC(=O)C(CSC(c1ccccc1)(c1ccccc1)c1ccccc1)NC(c1ccccc1)(c1ccccc1)c1ccccc1 (stereo not given),nt,108,110,105,95,86,112,101
CCCCCCN(C)Cc1ccc(OCCOc2ccc(CN(C)CCCCCC)cc2)cc1,-44*,4.2*,-5.0*,-14*,-76*,-17*,-21*,-60*
O=C(NCc1cccnc1)c1cc(-c2csc3c(=O)cc(N4CCNCC4)oc23)cc2c1OCCO2,67,67,87,104,63,83,67,68
Cc1noc(C)c1-c1ccc2nc(NC(=O)[C@H]3CCN(C#N)C3)cn2c1,42,68,96,97,71,82,41,57
COc1cc(N2C(=O)C=CC2=O)ccc1N1C(=O)C=CC1=O,nt,116,100,103,99,109,65,nt
O=C(O)/C(=C/c1ccc([N+](=O)[O-])cc1)c1ccccc1,118,97,105,108,89,102,104,91
CNCc1cccc(C)n1,103,110,109,108,103,111,nt,103
CCOC(=O)CCCCSCCCCC(=O)OCC,99,102,106,102,109,101,99,94
Cc1ccc(N=Nc2c(N)nn3cc(-c4nc5ccccc5s4)c(N)nc23)cc1,119,98,105,103,91,102,115,91
CS(=O)(=O)CC(O)(c1ccccc1)c1ccccn1 (stereo not given),96,91,98,nt,94,88,110,101
COC(=O)Cc1cc(O)cc2oc(-c3cc(Cl)cc(OC)c3OC)cc(=O)c12,87,99,85,96,104,103,nt,108
CCCOC(=O)N1CCCCC1,95,114,101,99,98,111,113,91
CCOC1=CC(=[N+]2CCCC2)CC(C)(C)C1,94,101,100,99,91,97,98,98
CCN1C(=S)N(CC)C2Nn3c(s/c(=C4\C(=O)Nc5ccccc54)c3=O)=NC21 (stereo not given),83,104,99,93,91,105,86,104
Cc1ccc(S(=O)(=O)N(CCC(=O)O)c2ccccc2)cc1,99,114,106,93,92,107,93,113

# Brought forward from above: 5 entries, then new ones.
compound,SR,MDA-MB-231,MOLT-4,RPMI-8226,MCF7,MDA-MB-435,K-562,MDA-MB-468
COC(=O)Cc1cc(O)cc2oc(-c3cc(Cl)cc(OC)c3OC)cc(=O)c12,87,99,85,96,104,103,nt,108
CCCOC(=O)N1CCCCC1,95,114,101,99,98,111,113,91
CCOC1=CC(=[N+]2CCCC2)CC(C)(C)C1,94,101,100,99,91,97,98,98
CCN1C(=S)N(CC)C2Nn3c(s/c(=C4\C(=O)Nc5ccccc54)c3=O)=NC21 (stereo not given),83,104,99,93,91,105,86,104
Cc1ccc(S(=O)(=O)N(CCC(=O)O)c2ccccc2)cc1,99,114,106,93,92,107,93,113
COc1cc(Br)cc(C(=O)N2CCc3ccccc32)c1OC,93,97,84,92,97,100,102,90
CCCSc1nc(Oc2ccc(/C=C3/SC(=O)NC3=O)cc2)c(C#N)c(-c2ccc(OC)cc2)n1,92,110,88,84,89,92,78,84
Oc1ccc(/C=N\Nc2ccccn2)c(O)c1,12,38,11,26,0.2*,34,24,9.5*
COc1ccc(-c2c(NC(=O)Nc3ccc(F)cc3)cnn2-c2ccc(S(N)(=O)=O)cc2)cc1,81,108,88,106,100,106,81,125
COc1cc(/C=C/C(=O)c2ccc(NC(=O)c3cc4cc5ccccc5nc4s3)cc2)cc(OC)c1OC,75,95,94,92,70,105,90,nt
CCCCC1(O)CCCCC1,93,103,94,101,101,106,96,95
C/C=C(\C)C(=O)O[C@@H]1C2CC3=C4CC(=O)O[C@@H](c5ccoc5)[C@]4(C)CC[C@@H]3[C@@](C)(C2=O)[C@@H]([C@@H](O)C(=O)OC)C1(C)C,77,97,85,85,83,100,90,92
Cc1ccc(CSC2=C(Cl)CN(c3ccccc3)C2=O)cc1,65,111,106,81,50,98,92,89
Cc1nn(-c2ccccc2)c(N2CCOCC2)c1/C=C/C(=O)c1ccc2c(c1)OCO2,44,75,58,48,69,90,59,71
O=C(c1ccc(Br)cc1)C1C(c2ccc(Br)cc2)C2CCCN2C12C(=O)Nc1ccccc12 (stereo not given),55,86,53,62,57,77,40,84
Cc1ccc(C(O)C2CC2)cc1 (stereo not given),92,105,100,99,104,103,99,103
CC(=O)Nc1nc2c(s1)Nc1cc(C)c(C)cc1NC2=O,79,115,89,104,98,105,92,111
COC(=O)[C@@]1(C)CC[C@]2(C)CC[C@]3(C)C4=CC=C5C(=CC(=O)C(O)=C5C)[C@]4(C)[C@@H](O)C[C@@]3(C)[C@@H]2C1,-6.6*,-0.3*,-20*,3.7*,18,16,8.3*,10
Nc1ccccc1-c1cc2c(c3c1[nH]c1ccccc13)CCC2,86,93,73,95,81,109,74,104
CC(C)(C)c1ccccc1[N+](=O)[O-],96,108,93,104,95,104,83,109
O=C1C(C2SC(=S)N(C3CCCCCCC3)C2=O)SC(=S)N1C1CCCCCCC1 (stereo not given),67,95,96,96,86,99,96,102
COc1cccc2[nH]cc(C(=O)C(=O)Nc3cc(C)on3)c12,nt,95,83,108,87,99,80,83
CCOC(=O)c1ccc(C)nc1,nt,105,124,104,95,109,124,96
COC(=O)c1cccc2c(Cl)cc3ccccc3c12,60,91,80,98,75,25,41,67
N#Cc1nc(-c2ccccc2)oc1N1CCN(S(=O)(=O)c2ccccc2)CC1,nt,103,89,106,80,95,82,87
COc1cccc(C2C(C#N)=C(N)Oc3c2ccc2ccccc32)c1 (stereo not given),18,24,12,21,11,6.8*,6.4*,12
O=C(NCc1ccccc1)C(=O)NCc1ccccc1,97,115,97,100,95,94,95,93
CCCC1OC(C)CC(C)(C)O1 (stereo not given),102,94,98,97,97,113,105,99
CC(=O)N(Cc1ccccc1)c1nc2ccc(O)c(CN(C)C)c2s1,106,96,112,95,88,100,92,nt
CCNc1ccc(/C=C2\C=Cc3ccccc32)cc1,69,96,59,nt,46,91,nt,84
CCCCOCCOCCOc1ccc(C(=O)OC)cc1,91,94,89,104,89,100,84,103
NC1CCC(Nc2nc(NCc3ccc(-c4cccs4)nc3)c3ncn(C4CCCC4)c3n2)CC1 (stereo not given),-33*,-0.6*,-16*,-21*,-34*,-53*,-6.0*,-66*
Cc1cc(=O)c2cc(Cl)cc(Br)c2[nH]1,95,101,98,89,94,102,94,111
N#C/C(=C\c1ccc(-c2ccc(Cl)cc2)o1)c1ccc(Cl)cc1,60,33,86,45,62,85,82,82
NC(=O)C(=O)NCCCCCC(=O)Nc1ccccc1,96,103,105,107,91,101,102,92

# 3 compounds drawn at random from those above, as already listed:
compound,SR,MDA-MB-231,MOLT-4,RPMI-8226,MCF7,MDA-MB-435,K-562,MDA-MB-468
CCCCOCCOCCOc1ccc(C(=O)OC)cc1,91,94,89,104,89,100,84,103
COC(=O)c1cccc2c(Cl)cc3ccccc3c12,60,91,80,98,75,25,41,67
O=C(NCc1ccccc1)C(=O)NCc1ccccc1,97,115,97,100,95,94,95,93

# Remaining list, next part.
compound,SR,MDA-MB-231,MOLT-4,RPMI-8226,MCF7,MDA-MB-435,K-562,MDA-MB-468
CCC1CCN(CC)CC1,112,118,107,114,105,96,105,116
SCc1nc2ccccc2[nH]1,nt,90,119,106,85,100,114,103
CC1COc2c(N3CCN(C)CC3)c(F)cc3c(=O)c(C(=O)N/N=C/c4cc[nH]c4)cn1c23 (stereo not given),nt,44,9.4*,45,-5.3*,12,-28*,-9.4*
Nc1ncnc2[nH]c(=O)[nH]c12,26,91,138,195,100,96,46,98
Cc1oc(-c2ccc(Cl)cc2)cc1C(=O)Nc1nccs1,94,95,89,80,37,93,86,82
N#CCCOC(=O)Nc1ccccc1,nt,101,87,117,115,118,103,nt
O=C(NC1CCCCC1)C(c1ccccc1O)N(C(=O)C1CCc2cc(F)ccc2O1)c1ccc(F)cc1F (stereo not given),91,99,98,89,95,98,93,98
CC(=O)c1sc(/N=C2\NC(=O)/C(=C3/C(=O)N(C)c4ccc(Cl)cc43)S2)nc1C,115,91,105,110,86,101,101,94
O=C(NC1CCN(c2ccc3nnc(Cl)n3n2)CC1)c1ccccc1,97,116,103,100,85,99,104,90
c1ccc2nc3c(nc2c1)[nH]c1ccccc13,90,nt,86,77,62,119,99,84
Nc1c(O)cc(S(=O)(=O)O)c2ccccc12,91&106,88&77,96&93,107&103,96&94,117&106,90&112,121&125
O=C(N/N=C1\c2ccccc2-c2cccc(C(=O)O)c21)c1ccccc1,111,79,106,83,nt,102,102,83
Cc1nc2cccc(NCCCCC(=O)NO)c2c(=O)n1-c1ccccc1,29,77,25,36,58,54,41,55
COc1cccc(N(CCO)CCO)c1OC,67,92,79,107,96,99,93,112
COC(=O)c1ccc2c(c1)c1c(C)c3ccncc3c(C)c1n2C,-5.7*,25,13,27,8.6*,28,8.5*,39
NS(=O)(=O)c1ccc(NC(=O)Nc2nc(-c3ccccc3)cs2)cc1,98,93,121,106,83,86,72,92
COc1cc(CCn2nnc3c(NCCCCO)ncnc32)cc(OC)c1,96,120,112,96,100,98,116,94
COC1=CC(=N/Cl)/C=CC/1=N/Cl,109,96,97,103,93,116,92,103
Cc1cc(Cl)cc(NS(=O)(=O)c2ccc(-c3cnc(C4CC4)o3)cc2)c1,27,35,26,nt,25,-24*,8.8*,11
COC(=O)CC[C@H](C)[C@H]1CC[C@H]2[C@@H]3CC[C@@H]4CC5(CC[C@]4(C)[C@H]3CC(=O)[C@]12C)Nc1ccccc1NC5=NC(C)(C)C (stereo not given in full),50,87,55,58,58,85,42,nt
COc1cc(OC)c(S(N)(=O)=O)cc1C(=O)/C=C/c1ccccc1,8.2*,10,29,19,11,9.6*,9.7*,-43*
C[C@H]1[C@H](C)CC[C@]2(C(=O)N3CCN(C)CC3)CC[C@]3(C)C(=CC[C@@H]4[C@@]5(C)C/C(=C/c6cccnc6)C(=O)C(C)(C)[C@@H]5CC[C@]43C)[C@H]12,nt,-80*,-52*,-59*,-74*,-65*,-46*,-83*
O=C(Nc1cccc(Cl)c1)Oc1cccc2c1CCC2,nt,101,94,95,90,104,104,106
CCCOc1ccc(N2CCN(c3ncnc4c3ncn4Cc3ccc(I)cc3)CC2)cc1,54,64,64,41,30,69,30,20
Cc1ccc(-c2c3c(N)nc(-c4ccncc4)nc3nc3c2c(C)nn3-c2ccccc2)cc1,3.6*,21,65,63,1.9*,31,29,44
CC(C)(C)n1cc(-c2ccnc(NCCNS(=O)(=O)c3cccc4ccccc34)c2)c(-c2ccccc2)n1,35,83,55,54,50,99,35,60
O=C1/C(=C/c2ccc([N+](=O)[O-])s2)Oc2cc(Cl)ccc21,8.3*,-72*,2.9*,-15*,4.4*,-26*,-8.3*,-18*
NC(=O)c1c(NC(=O)c2ccc(C(F)(F)F)cc2)sc2c1CCC(=O)C2,1.3*,-14*,4.6*,-30*,5.7*,-8.1*,7.9*,-31*
N#CCN1CCCC1,96,102,96,97,95,106,103,104
Cc1nc(N2CCOCC2)sc1S(N)(=O)=O,98,101,107,102,94,105,110,97
CS(=O)(=O)Nc1ccc(-c2nc(-c3cccc(OCCN4CCOCC4)c3)c(-c3ccnc(Br)c3)[nH]2)cc1,66,74,74,nt,68,nt,67,81
Nc1n[nH]c2ccc([C@@H]3Nc4cc5c(cc4[C@H]4C6CCC(C6)[C@@H]34)C(=O)NC5)cc12 (stereo not given in full),8.4*,38,15,35,17,-21*,7.3*,-10.0*
CCC(=O)NCCCCCCN1CCCCC1,123,86,103,104,101,103,102,100
Cc1c(/C=C2\SC(=S)N(Cc3ccco3)C2=O)c2ccccc2n1C,nt,93,93,101,87,97,86,106
